Screening data (PubChem BioAssay)
MITF primary = MITF inhibitors, primary screen, biochemical, AlphaScreen, human; inhibition, % at 2.6 µM; Microphthalmia-associated transcription factor (Homo sapiens), O75030; AlphaScreen MITF homodimerization, bead proximity signal; 650,000 compounds, 0.91% hits; in the data active means inhibition above about 50%;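 further: 0% = vehicle wells with protein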
GPR151 activ = activators of human GPR151, primary screen, cell-based, PathHunter beta-arrestin, luminescence; AID 1508602, 2020; 650,000 compounds, 1% hits; PathHunter beta-arrestin GPR151 cells; activation, % at 11.2 µM; G-protein coupled receptor 151 (Homo sapiens), Q8TDV0; in the data active means activation above about 4.9%;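 further: 0% = median of compound wells and 100% = cells with positive control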
FBW7 act = FBW7 E3 ligase activators, primary screen, biochemical, AlphaScreen, human | normalized activity (activation), % at 26.1 µM | AlphaScreen FBW7–phospho-cyclin E peptide binding, activator screen | 650,000 compounds, 0.13% hits | AID 1259310, 2017 | F-box/WD repeat-containing protein 7 (Homo sapiens), Q969H0; in the data active means normalized activity above about 1.9%;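 further: purified mutant Fbw7 with reduced substrate affinity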
Target sequence (Q969H0 whole entry, looked up): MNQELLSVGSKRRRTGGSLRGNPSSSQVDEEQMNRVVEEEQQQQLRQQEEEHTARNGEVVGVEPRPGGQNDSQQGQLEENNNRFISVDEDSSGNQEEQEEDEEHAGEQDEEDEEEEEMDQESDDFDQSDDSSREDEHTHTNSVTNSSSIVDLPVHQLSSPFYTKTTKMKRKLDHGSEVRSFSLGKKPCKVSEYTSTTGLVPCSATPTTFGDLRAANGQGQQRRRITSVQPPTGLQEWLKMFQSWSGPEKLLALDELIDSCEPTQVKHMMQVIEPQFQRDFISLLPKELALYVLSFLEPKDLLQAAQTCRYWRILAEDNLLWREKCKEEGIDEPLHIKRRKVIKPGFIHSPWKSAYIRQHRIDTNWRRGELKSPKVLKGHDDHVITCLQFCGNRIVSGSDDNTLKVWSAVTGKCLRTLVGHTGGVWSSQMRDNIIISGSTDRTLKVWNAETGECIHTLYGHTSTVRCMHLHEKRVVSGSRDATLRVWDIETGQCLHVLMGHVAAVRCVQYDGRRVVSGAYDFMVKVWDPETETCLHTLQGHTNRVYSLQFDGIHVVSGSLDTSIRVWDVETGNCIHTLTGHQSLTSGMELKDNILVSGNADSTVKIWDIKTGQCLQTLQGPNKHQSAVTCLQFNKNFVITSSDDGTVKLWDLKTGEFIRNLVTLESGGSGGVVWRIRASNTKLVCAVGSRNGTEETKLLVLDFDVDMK
TEAD-YAP block = TEAD-YAP interaction inhibition, primary screen, TEAD-YAP interaction inhibitor project, luminescence, HEK-TIYL cells | 640,000 compounds, 1.4% hits | inhibition, % at 9.12 µM | TEAD-Gal4/YAP UAS-luciferase luminescence | AID 1259422, 2018; in the data active means inhibition above about 32%;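 further: 0% = median of test compound wells and 100% = reference inhibitor wells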
* = called active by the depositor; & = joins results of further samples.

Below each compound: MITF primary | GPR151 activ | FBW7 act | TEAD-YAP block
1	C=CCN1C2=NC(=O)CN2c2ccccc21
  6 | -0.3 | 0.5 | 4
2	CC(C)n1c(NCc2cccnc2)nc2c(NCCOc3ccccc3)ncnc21
  22 | -2.1 | 0.3 | -26
3	Cc1ncc(CN2CCCC(C(=O)Nc3ccc(-n4ccnc4C)cc3)C2)s1 (stereo not given)
  -14 | -0.1 | -0.1 | 4
4	Cc1ccc(-c2noc(COc3ccc(C(C)C)cc3)n2)cc1
  7 | 1.1 | 0.1 | 7
5	CCOC(=O)C1(C)NC(c2ccc(F)cc2)C2C(=O)N(C)C(=O)C21 (stereo not given)
  29 | -0.8 | 0.1 | -8
6	CCOc1ccc2ccccc2c1C(=O)N1CCN=C1SC
  -14 | -0.2 | 0.2 | -2
7	O=C(Nc1ccnn1C1CCN(C2CCOCC2)CC1)c1ccc2c(c1)OCO2
  6 | 0.1 | 0.1 | -1
8	O=C(c1ccccc1)N1CCN(c2ccccc2)CC1
  2 | 0.3 | 0.1 | 1
9	O=C(O)c1cc(S(=O)(=O)NCCN2CCOCC2)ccc1Cl
  -4 | 2.6 | -0.2 | 3
10	CCOc1cc(C2C(C#N)=C(N)Oc3n[nH]c(-c4ccc5c(c4)OCO5)c32)ccc1O (stereo not given)
  -9 | -0.8 | 0.0 | 9

7 entries drawn at random from those above, as already listed:
Below each compound: MITF primary | GPR151 activ | FBW7 act | TEAD-YAP block
4	Cc1ccc(-c2noc(COc3ccc(C(C)C)cc3)n2)cc1
  7 | 1.1 | 0.1 | 7
8	O=C(c1ccccc1)N1CCN(c2ccccc2)CC1
  2 | 0.3 | 0.1 | 1
5	CCOC(=O)C1(C)NC(c2ccc(F)cc2)C2C(=O)N(C)C(=O)C21 (stereo not given)
  29 | -0.8 | 0.1 | -8
10	CCOc1cc(C2C(C#N)=C(N)Oc3n[nH]c(-c4ccc5c(c4)OCO5)c32)ccc1O (stereo not given)
  -9 | -0.8 | 0.0 | 9
7	O=C(Nc1ccnn1C1CCN(C2CCOCC2)CC1)c1ccc2c(c1)OCO2
  6 | 0.1 | 0.1 | -1
6	CCOc1ccc2ccccc2c1C(=O)N1CCN=C1SC
  -14 | -0.2 | 0.2 | -2
9	O=C(O)c1cc(S(=O)(=O)NCCN2CCOCC2)ccc1Cl
  -4 | 2.6 | -0.2 | 3

More entries follow:
Below each compound: MITF primary | GPR151 activ | FBW7 act | TEAD-YAP block
11	COc1ccc(-c2nc3n(n2)C(c2cccc(O)c2)C2=C(CC(C)(C)CC2=O)N3)cc1 (stereo not given)
  4 | 2.3 | 0.0 | -11
12	CCOC(=O)N1CCN(S(=O)(=O)c2ccc3c(c2)C(C)(C)C(=O)N3C)CC1
  5 | 0.1 | -0.2 | -4
13	O=C1Nc2cccnc2N2C[C@@H](O)CC12 (stereo not given in full)
  -24 | -0.6 | 1.1 | -6
14	Cc1cc(C)n2nc(CCC(=O)NCc3ccc(Cl)cc3)nc2n1
  -4 | -1.0 | -0.2 | -2
15	Nc1nc(N)nc(-c2cc(Cl)ccc2Cl)n1
  -8&-8&19 | -0.6&-1.3&-1.9 | 0.1&0.2&0.2 | -9&1
16	N#C/C(=C\c1cn(CCOc2ccccc2Cl)c2ccccc12)C(N)=O
  4 | 3.3 | 0.9 | 6
17	CC(C)C(=O)Nc1ccc(N2CCCCC2)c(Cl)c1
  3 | -0.6 | 0.2 | -69
18	Cc1ccc2nc(-c3ccc(N=c4oc5ccccc5cc4C(=O)Nc4ccccc4)cc3)sc2c1
  1 | 0.3 | 0.0 | -34
19	CCC(C)NC(=O)C(=O)Nc1ccc(C)c(C)c1 (stereo not given)
  9 | 0.1 | -0.2 | -72
20	O=C(c1ccccc1)c1cc(Cl)ccc1NC(=O)c1c(-c2ccccc2)c2cc(Cl)ccc2[nH]c1=O
  -8 | 0.2 | 1.1 | -2
21	CCc1nc2sccn2c(=O)c1C(=O)NC1CCCCNC1=O (stereo not given)
  4 | 0.4 | -0.5 | 0
22	O=C(NCC1CCCO1)c1ccc(N2CC3CC(C2)c2cccc(=O)n2C3)c(NC(=S)Nc2ccc(Cl)cc2Cl)c1 (stereo not given)
  2 | 0.2 | 0.1 | -4
23	CCOC(=O)c1ccc(NC(=O)N2CCN(c3ccc(C(C)=O)cc3)CC2)cc1
  0 | 1.9 | -0.1 | 25
24	O=S(=O)(Nc1ccc(NS(=O)(=O)c2ccccc2)cc1)c1ccccc1
  15 | -1.1 | 0.6 | 10
25	COc1ccc(CNC(=S)N(CC(N)=O)C(C)C)cc1
  -5 | 0.4 | -0.1 | 8
26	O=C1OC(c2cccc(Cl)c2)=N/C1=C\c1ccccc1Cl
  12 | -0.1 | 0.0 | -1
27	CC(=O)Nc1nnc(SCc2ccc(C(=O)Nc3ccccc3F)cc2)s1
  9 | -0.5 | 0.0 | 1
28	Cc1cc2nc3n(c2cc1C)CCC3
  -4 | -0.3 | 0.1 | -27
29	COC1CCCN(C(=O)C2CCCN2c2nc(C)c3ccccc3n2)C1 (stereo not given)
  -17 | 0.2 | 0.2 | -19
30	COc1ccc(-c2nnc3ccc(SCC(=O)N4CCOCC4)nn23)cc1OC
  9 | 0.8 | -0.1 | -3
31	CN1C(CSCC(F)(F)F)Nc2cc(Cl)c(S(N)(=O)=O)cc2S1(=O)=O (stereo not given)
  4 | 1.7 | 0.0 | -4
32	CCOC(=O)c1ccc(NC(=O)CSc2nnc(-c3ccccc3OCC)o2)cc1
  14 | 0.7 | 0.1 | 17
33	O=C(CN1CCCCC1)Nc1nnc(-c2ccc([N+](=O)[O-])cc2)s1
  18 | -1.0 | 0.2 | -13
34	Cc1nnc(SCC#N)n1-c1ccc(N(C)C)cc1
  -1 | -0.3 | 0.1 | 0
35	O=C(O)c1ccc(Br)c(S(=O)(=O)N2CCOCC2)c1
  6 | -0.9 | 0.1 | -7
36	CCN1CCN(C(=O)Cn2cc3c(n2)CCCC3)CC1
  -9 | -0.4 | -0.1 | -3
37	CCOC(=O)C1=C(O)/C(=C\c2ccc(OC)c(OC)c2)N=C1C
  3 | -0.1 | -0.1 | -11
38	CC(=O)c1cccc(-c2ncc(C(=O)Nc3ccccc3)s2)c1
  -1 | 0.0 | -0.1 | -10
39	COc1cccc(/C=c2\sc3nc(=O)c(C)nn3c2=O)c1
  10 | 0.1 | 0.5 | -5
40	CCCn1c(=S)[nH]c2cc(C(=O)NCc3ccco3)ccc2c1=O
  11 | 0.8 | -0.1 | 0
41	O=C(NC(=S)Nc1cccc(NC(=S)NC(=O)c2ccco2)n1)c1ccco1
  1 | 0.8 | 0.1 | -2
42	Nc1c(C(=O)NCc2ccc(Cl)cc2)nnn1-c1cccc(C(F)(F)F)c1
  -1 | -0.9 | -0.1 | 10
43	CCc1cc(=O)oc2cc(C)cc(OCC(=O)O)c12
  -1 | -0.4 | 0.0 | 4
44	CCOC(=O)c1c(NC(=O)CSc2nnc(CNC(=O)c3ccc(OC)c(OC)c3)n2C)sc2c1CCCCC2
  8 | 1.6 | -0.1 | -1
45	CCOC(=O)c1sc(N)c(C#N)c1COC(=O)[C@@H]1CCCN1C(=O)c1cccs1
  4 | -1.3 | 0.2 | 13
46	COc1ccc(S(=O)(=O)N(CC(=O)Nc2ccccc2Cl)c2ccc(C)cc2)cc1OC
  -4 | 1.8 | 0.0 | 10
47	O=C(Nc1ccnn1C1CCN(C2Cc3ccccc3C2)CC1)C1CCOC1 (stereo not given)
  -2 | -0.7 | -0.2 | 0
48	O=C(CSc1ccc(-c2ccc(Cl)cc2)nn1)N1CCOCC1
  -10 | -2.0 | -1.0 | -29
49	CCc1ccc(OCc2nnnn2-c2ccccc2)cc1
  -1 | -0.3 | -0.1 | -12
50	COC(=O)c1ccc(NC(=S)NCc2ccc(F)cc2)cc1
  12 | 0.2 | 0.1 | 6
51	C/C(=N\c1nc2ccccc2s1)c1c(O)c2ccccc2oc1=O
  0 | 0.0 | 0.0 | -5
52	CC1(C)Cc2c(sc(NC(=O)c3nc4ccccc4s3)c2C#N)C(C)(C)N1
  2 | 1.1 | 0.2 | -13
53	COCCNC(=O)C(=O)Nc1cccc(C(F)(F)F)c1
  11 | 0.6 | 0.0 | -1
54	COc1cc(NS(=O)(=O)c2ccc([N+](=O)[O-])cc2)c(OC)cc1Cl
  -13 | 1.8 | -0.2 | 3
55	O=C(Nc1ccccc1)/C(=C/c1ccc(O)cc1)NC(=O)c1ccco1
  -1 | 1.2 | 0.0 | -4
56	Cc1cc(NC(=O)c2ccc(Cl)cc2)ccc1I
  3 | 1.9 | -0.1 | -106
57	CCCOc1ccc(-c2nc(Oc3ccc(C)cc3)c3ccccc3n2)cc1
  -8 | 2.1 | 0.1 | 0
58	COc1cc2ccccc2cc1C(=O)Nc1cc(-c2nc3cc(Cl)ccc3o2)ccc1C
  0 | -0.6 | 0.7 | -58
59	Cc1ccc(-n2ncc3c(NCc4ccccn4)ncnc32)c(C)c1
  12 | -0.8 | 0.0 | -9
60	CCOc1cc(C2C(C(=O)OC)=C(C)NC3=C2C(=O)CC(C)(C)C3)ccc1OC(=O)C1CC1 (stereo not given)
  2 | 1.2 | 0.0 | 0

Other structures.
Below each compound: MITF primary | GPR151 activ | FBW7 act | TEAD-YAP block
61	CCOC(=O)c1c(NC(=O)c2cccc([N+](=O)[O-])c2C)sc2c1CCCC2
  -12 | 0.4 | -0.1 | -6
62	O=C(Nc1nnc(-c2ccc(F)cc2)o1)c1cccc(F)c1
  -10 | 2.7 | -0.2 | 10
63	CCCCN(C)S(=O)(=O)c1ccc2c(c1)OCC(=O)N2
  11 | -0.2 | 0.0 | 12
64	COc1ccccc1N1CCN(c2ncc(C(=O)Nc3ccc(C)c(F)c3)c3ccccc23)CC1
  -18 | 0.2 | 0.0 | -1
65	CCOc1ccc(-n2c(=S)sc3c(=O)n(-c4ccccc4C)c(SCC(=O)Nc4ccc(CC)cc4)nc32)cc1
  7 | 1.4 | 0.3 | 10
66	CC(=O)Oc1ccc(C(=O)Nc2ccc(S(=O)(=O)Nc3nc(C)cc(C)n3)cc2)cc1
  -2 | -1.1 | 0.2 | 8
67	COc1ccccc1/C=C/C=N/NC(=O)c1ccc(=O)n(C)c1
  -6 | -1.1 | 0.2 | -2
68	COC(=O)c1ccc(NS(=O)(=O)c2cc(C(=O)OC)n(C)c2)cc1
  4 | 0.5 | -0.1 | 7
69	Cn1c(SCC(=O)Nc2nc3c(s2)CCCC3)nnc1-c1cccnc1
  -9 | -1.0 | 0.0 | 2
70	CCCCCC1=NN(C(=O)Cc2ccc(OC)cc2)C(O)(C(F)(F)F)C1 (stereo not given)
  9 | -0.6 | 0.7 | 6

Entries of single compounds from above. Order of values: MITF primary	GPR151 activ	FBW7 act	TEAD-YAP block
COc1ccc(-c2nnc3ccc(SCC(=O)N4CCOCC4)nn23)cc1OC is entered as 9	0.8	-0.1	-3
CCOC(=O)c1sc(N)c(C#N)c1COC(=O)[C@@H]1CCCN1C(=O)c1cccs1 is entered as 4	-1.3	0.2	13

Further entries:
Below each compound: MITF primary | GPR151 activ | FBW7 act | TEAD-YAP block
71	Cc1nc2nc(C)c(CCC(=O)NC3CCCC3)c(C)n2n1
  -23 | -0.3 | 0.0 | -5
72	O=C(NC(=S)NCc1cccnc1)c1ccccc1[N+](=O)[O-]
  3 | -0.4 | 0.2 | 18
73	FC(F)(F)c1ccc(Nc2nccc(Nc3ccc(N4CCOCC4)cc3)n2)cc1
  -2 | -0.1 | 0.0 | 5
74	COc1ccc(NC(=O)C(C)Sc2ccc(C)cc2)cc1OC (stereo not given)
  14 | 0.8 | -0.2 | 0
75	Cc1c(CC(=O)O)c(=O)oc2cc(OCc3ccc(F)cc3F)ccc12
  -4 | -1.8 | 0.1 | 1
76	CCCSCCCNC(=O)Cn1cc2c(n1)CCCC2
  -1 | 0.8 | 0.0 | 2
77	CCCOc1ccc(C(=O)Nc2cccc(-c3nc4ccc(C)cc4o3)c2)cc1
  -7 | -1.5 | -0.1 | -3
78	Cc1cc(/C=C(\C#N)C(N)=O)c(C)n1-c1ccc([N+](=O)[O-])cc1
  2 | 2.0 | -0.2 | -11
79	CCCSc1nnc(NC(=O)COc2ccc(OC)cc2)s1
  9 | -0.3 | 0.0 | -6
80	CCc1ccc(N(CC(=O)Nc2cccc(SC)c2)S(C)(=O)=O)cc1
  10 | 4.0 | 0.0 | -38
